S100A4 inh HTS: S100A4-myosin IIA interaction inhibition; actives 0.14% (n = 360,000); S100A4/TAMRA-MyoIIA peptide fluorescence polarization; P26447; inhibition, % at 10.7 µM; AID 652163;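 active means mean inhibition of at least 70% across replicates, with every replicate also reaching that level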
Target sequence (P26447 whole entry, looked up): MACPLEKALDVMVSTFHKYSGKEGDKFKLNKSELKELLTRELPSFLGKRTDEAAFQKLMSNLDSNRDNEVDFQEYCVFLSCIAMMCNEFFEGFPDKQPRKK
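Test system: S100A4 monomer protein. Medium: HEPES buffer with Ca2+, pH 7.2. Reagent: fluorescent myosin IIA peptide, 5 nM. Compound dosing: single-point compound testing. Timing: 5 min between mix addition and reading. Benchmarks: DMSO neutral and TFP positive wells.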
XiGFP reactiv: X-chromosome reactivation activator; XiGFP mouse fibroblasts, % GFP-positive cells imaging, 3 d; cells co-treated with 5-aza-dC sensitizer; scaled so ellipticine positive control = 100%; actives 0.055% (n = 360,000); activation, % at 7.58 µM;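 active means mean normalized replicate activation at least 10% and every replicate at or above 10%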;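 further: 0% = median of on-plate neutral control wells and 100% = ellipticine 6 µM median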
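System: 68-5-11 XiGFP fibroblast line | Buffer or medium: DMEM containing 5-aza-dC | Compound: Single point | Times: Compounds 3 days, fix/stain 15 min at room temperature | Benchmarks: Positive control ellipticine, 6 µM final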
LGR2 inh: blocks bursicon-induced cAMP signaling via Drosophila LGR2. HEK293 LGR2, CRE-luciferase, bursicon-stimulated, 4 h. AID 720647. inhibition, % at 9.99 µM. actives 0.35% (n = 380,000);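 active means drop in luminescence signal, shown as inhibition above about 50% in the replicate tests, limit read from the data, passing the limit was not always enough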;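 further: agonist challenge used bursicon conditioned medium at about half maximal strength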
Cneo AK release: causes C. neoformans cell lysis. adenylate kinase release luminescence, 4 h; normalised: neutral wells 0, clomiphene wells 100. lysis activity, % at 15 µM. AID 651654. actives 0.2% (n = 360,000);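 active means mean lysis activity across replicates of at least 80%, whatever share of replicates individually reach that level; inactive means mean lysis activity below 80%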
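Material – log-phase Cryptococcus neoformans yeast cells · Input – 5 × 10^6 yeast cells/mL · Medium – fresh YPD growth medium · Doses – single compound concentration per well · Timing – static 4 h at 37 °C with compound, 1 h detection · Detection – adenylate kinase release luminescence · Read-out – signal increase indicating cell lysis · Control set – Clomiphene as positive lysis control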
PGC1a acetyl inh: modulators of PGC1a acetylation; inhibition, % at 15.6 µM; U2OS PGC1a acetylation, AlphaScreen anti-acetyl-lysine; with virally co-expressed GCN5 acetyltransferase; actives 0.17% (n = 350,000);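 active means every replicate shows inhibition of at least 40%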;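 further: 0% = neutral control wells and 100% = positive control wells; some results beyond the cut were filed as inactive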
ERAP1 inh: inhibitors of human ERAP1 aminopeptidase. Q9NZ08. recombinant ERAP1, Leu-AMC fluorescence, 60 min. inhibition, % at 10.7 µM. actives 0.15% (n = 340,000). AID 652197;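 active means mean replicate inhibition of at least 30%, or all replicates individually reaching that 30% level; inactive means mean below 30% and not every replicate reaching it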;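 further: 0% = neutral control wells and 100% = L-leucinethiol positive control wells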
Statin myotox sup: suppressors of simvastatin-induced myotoxicity in C2C12 myotubes; ATP luminescence, 48 h; scaled: DMSO 0, geranylgeraniol control 100; rescue of ATP level, % at 7.49 µM; actives 0.78% (n = 330,000);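 active means mean ATP rescue above about 67%, or every replicate alone reaching that limit, limit read from the data, passing the limit was not always enough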;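 further: myotubes were challenged with 10 µM simvastatin during compound exposure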
SIRT5 inh: sirtuin-5 (human) deacylase inhibition. actives 1.1% (n = 330,000). inhibition, % at 15 µM. Q9NXA8. Purified SirT5, succinyl-peptide AMC, trypsin-coupled fluorescence; in the data active means inhibition above about 15%
Target sequence (Q9NXA8 whole entry, looked up): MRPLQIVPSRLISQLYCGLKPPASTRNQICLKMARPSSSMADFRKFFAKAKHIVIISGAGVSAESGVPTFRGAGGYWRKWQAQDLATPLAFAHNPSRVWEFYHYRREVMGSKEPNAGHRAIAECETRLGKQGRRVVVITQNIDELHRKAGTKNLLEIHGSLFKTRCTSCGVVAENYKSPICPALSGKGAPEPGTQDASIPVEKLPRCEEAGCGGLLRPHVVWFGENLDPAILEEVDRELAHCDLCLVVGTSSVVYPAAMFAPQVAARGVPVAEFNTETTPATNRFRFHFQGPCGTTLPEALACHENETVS
The depositor's hits bear a star. Only part of the results is shown. The share of hits here may be higher or lower than overall.

Screening COc1ccc2c3c(n(C)c2c1)[C@H](CO)NCC31CCN(Cc2ccc(-c3ccccn3)cc2)CC1 returned S100A4 inh HTS 3, XiGFP reactiv 0.2, LGR2 inh -2, PGC1a acetyl inh -7 and ERAP1 inh 13.
CO[C@@H]1CN(C)C(=O)c2cc(NC(=O)NC(C)C)ccc2OC[C@H](C)N(C)C[C@H]1C was read as S100A4 inh HTS 3, XiGFP reactiv 0.5, LGR2 inh -4, Cneo AK release 6, ERAP1 inh 1, Statin myotox sup 11 and SIRT5 inh 0.
Cc1ccc(N2CC(C(=O)NCCS(=O)(=O)N3CCN(c4ccccc4F)CC3)CC2=O)cc1 (stereo not drawn) was read as S100A4 inh HTS 4, XiGFP reactiv 0.0, LGR2 inh 4, Cneo AK release 1, PGC1a acetyl inh -7, ERAP1 inh 2, Statin myotox sup 15 and SIRT5 inh 1.
Screening COc1ccc(OC)c(S(=O)(=O)Nc2cc(OC)c(Cl)cc2OC)c1 returned LGR2 inh -6, Cneo AK release 2, PGC1a acetyl inh -8 and Statin myotox sup 34.
For COC(=O)CC1C(=O)NCCN1C(=O)CSc1nnnn1-c1ccc(Cl)cc1 (stereo not drawn) the results were S100A4 inh HTS 0, XiGFP reactiv 0.0, LGR2 inh 17, PGC1a acetyl inh 3, ERAP1 inh 1 and SIRT5 inh -3.
For C[C@H]1CCCCO[C@@H](CN(C)Cc2ccc(C(F)(F)F)cc2)[C@@H](C)CN([C@@H](C)CO)C(=O)c2cc(NC(=O)Nc3ccc4c(c3)OCO4)ccc2O1 the results were S100A4 inh HTS 4, XiGFP reactiv 1.1, LGR2 inh 18, Cneo AK release -4, PGC1a acetyl inh -3, ERAP1 inh -4 and SIRT5 inh 0.
`COc1ccc(NC(=O)Nc2ccc(O)c3ccccc23)cc1` gave S100A4 inh HTS 0, XiGFP reactiv 0.2, LGR2 inh 18, ERAP1 inh 6 and SIRT5 inh 1.
For CC12CCC(=O)N1C(C(=O)OCC(=O)Nc1ccc(C(F)(F)F)cc1)CS2 (stereo not drawn) the results were S100A4 inh HTS -3, XiGFP reactiv 0.6, LGR2 inh 5, Cneo AK release -1, PGC1a acetyl inh 8, ERAP1 inh 2, Statin myotox sup 2 and SIRT5 inh 1.
For O=C(C[C@@H]1C=C[C@H](NC(=O)C2CCOCC2)[C@H](CO)O1)NCc1ccncc1 the results were S100A4 inh HTS 9, XiGFP reactiv 0.2, LGR2 inh -5, Cneo AK release -3, PGC1a acetyl inh -1, ERAP1 inh -1, Statin myotox sup -4 and SIRT5 inh -2.
`C[C@H]1CN([C@@H](C)CO)C(=O)Cc2cc(NC(=O)Nc3ccc4c(c3)OCO4)ccc2O[C@H]1CN(C)Cc1ccc2c(c1)OCO2` gave S100A4 inh HTS -5, XiGFP reactiv 0.1, LGR2 inh 1, Cneo AK release 0, PGC1a acetyl inh -5, ERAP1 inh 1, Statin myotox sup -41 and SIRT5 inh -3.
COc1cccc(-n2c(Cc3cc(=O)[nH]c(=O)[nH]3)nnc2SCC(=O)NC2CCCC2)c1 was read as S100A4 inh HTS -10, XiGFP reactiv 0.1, LGR2 inh 11, Cneo AK release -1, PGC1a acetyl inh 7, ERAP1 inh -1, Statin myotox sup 6 and SIRT5 inh -2.
Screening C[C@H](CO)N1C[C@H](C)[C@H](CN(C)Cc2ccncc2)Oc2cc(Br)ccc2S1(=O)=O returned S100A4 inh HTS -5, XiGFP reactiv 0.2, Cneo AK release 2, PGC1a acetyl inh -20, ERAP1 inh -2, Statin myotox sup -11 and SIRT5 inh 15*.
Screening Cc1cc(NC(=O)C2CCCN(S(=O)(=O)c3c(C)noc3C)C2)n[nH]1 (stereo not drawn) returned S100A4 inh HTS 1, XiGFP reactiv -0.1, Cneo AK release 0, ERAP1 inh 1, Statin myotox sup 12 and SIRT5 inh 5.
CO[C@@H]1CN(C)C(=O)c2cc(NC(=O)c3cccc(F)c3)ccc2OC[C@H](C)N(CC2CC2)C[C@@H]1C was read as S100A4 inh HTS -23, XiGFP reactiv 0.0, LGR2 inh -5, Cneo AK release 1, PGC1a acetyl inh 6, ERAP1 inh -3, Statin myotox sup 4 and SIRT5 inh 1.
Screening COCCCNC(=O)C[C@H]1C[C@@]2(C(=O)OC)C(=C[C@H](COCc3ccccc3)O[C@@H]2C)N(Cc2ccc3c(c2)OCO3)C1=O returned S100A4 inh HTS 1, XiGFP reactiv 0.0, LGR2 inh 0 and ERAP1 inh 2.
Screening Cc1ccc(NC(=O)N(Cc2cccs2)Cc2cc3cc4c(cc3[nH]c2=O)OCO4)cc1 returned S100A4 inh HTS -4, XiGFP reactiv 0.0, LGR2 inh 13 and ERAP1 inh -3.
Screening CC(C)N(C(=O)COC(=O)c1cccnc1Cl)c1ccccc1 returned S100A4 inh HTS -1, XiGFP reactiv -0.1, LGR2 inh -22, Cneo AK release 3, PGC1a acetyl inh -3, ERAP1 inh 1, Statin myotox sup 3 and SIRT5 inh -1.
For Cc1ccc(C(=O)Nc2ccccc2C(=O)N2CCCCC2C)cc1 (stereo not drawn) the results were S100A4 inh HTS 10, XiGFP reactiv 0.3, LGR2 inh 13, Cneo AK release 1, PGC1a acetyl inh 1, ERAP1 inh 5, Statin myotox sup 2 and SIRT5 inh -21.
Screening Cc1cccc(Cc2nnc(CCC(=O)N(C)CCc3ccccc3)o2)c1 returned S100A4 inh HTS -8, XiGFP reactiv 0.2, LGR2 inh -56, Cneo AK release -1, PGC1a acetyl inh -2, ERAP1 inh 13, Statin myotox sup 4 and SIRT5 inh 4.
For C[C@H]1CCCCO[C@@H](CN(C)Cc2ccccc2)[C@@H](C)CN([C@@H](C)CO)C(=O)c2cc(NC(=O)c3ccccc3)ccc2O1 the results were XiGFP reactiv 0.1, LGR2 inh -20, Cneo AK release 5 and PGC1a acetyl inh -13.
For CN(CC(=O)Nc1cccc(F)c1)C(=O)COc1ccc2c(c1)CCC2 the results were S100A4 inh HTS -3, XiGFP reactiv 0.0, LGR2 inh -9, Cneo AK release -3, PGC1a acetyl inh -2, ERAP1 inh -1, Statin myotox sup 0 and SIRT5 inh -4.
`CCCCn1c(N)c(N(CCOC)C(=O)CSCC(=O)Nc2cccc(C)c2)c(=O)[nH]c1=O` gave S100A4 inh HTS 2, XiGFP reactiv 0.0, LGR2 inh -4, Cneo AK release 0, PGC1a acetyl inh 9, ERAP1 inh -2, Statin myotox sup 1 and SIRT5 inh 1.
`Cc1ccc(CN2C(=O)CSCC2(C)C(=O)Nc2c(C)cccc2C)cc1` (stereo not drawn) gave S100A4 inh HTS 1, XiGFP reactiv 0.2, LGR2 inh 9 and SIRT5 inh 0.
`CC(C)NC(=O)Nc1ccc2c(c1)C(=O)N([C@@H](C)CO)C[C@H](C)[C@H](CN(C)C(=O)Nc1ccccc1)OCCCC[C@@H](C)O2` gave S100A4 inh HTS 34, XiGFP reactiv 0.0, LGR2 inh -1, Cneo AK release 4, PGC1a acetyl inh 3, ERAP1 inh 1 and SIRT5 inh 6.
For Cc1cccc(-c2ccc([C@H]3[C@H](CO)N4CCCCN(S(=O)(=O)c5cccs5)C[C@@H]34)cc2)c1 the results were S100A4 inh HTS 10, XiGFP reactiv 0.2, LGR2 inh -1, Cneo AK release 0, PGC1a acetyl inh -3, ERAP1 inh -1 and SIRT5 inh 3.
`CS(=O)(=O)Nc1ccc2c(c1)[C@H]1C[C@H](CC(=O)NCc3ccc(Oc4ccccc4)cc3)O[C@@H](CO)[C@H]1O2` gave S100A4 inh HTS -8, XiGFP reactiv 0.0, LGR2 inh 14, Cneo AK release -5, PGC1a acetyl inh -12, ERAP1 inh 0, Statin myotox sup 12 and SIRT5 inh 0.
`COc1ccc(NC(=O)N(C)C[C@@H]2Oc3ccc(NC(=O)Nc4ccc(C(F)(F)F)cc4)cc3C(=O)N([C@@H](C)CO)C[C@H]2C)cc1` gave XiGFP reactiv -0.5, LGR2 inh 6, Cneo AK release 2, PGC1a acetyl inh 1 and Statin myotox sup 4.
`O=C(Oc1ccc2ccc(=O)oc2c1)c1ccco1` gave S100A4 inh HTS 0, XiGFP reactiv 0.2, LGR2 inh -7, Cneo AK release 4, ERAP1 inh -2, Statin myotox sup 9 and SIRT5 inh -89.
Screening C[C@@H]1CCCCO[C@@H](CN(C)S(=O)(=O)c2ccccc2)[C@@H](C)CN([C@H](C)CO)C(=O)c2cc(NS(=O)(=O)c3ccccc3)ccc2O1 returned S100A4 inh HTS 7, XiGFP reactiv 0.1, LGR2 inh 11, Cneo AK release -1, PGC1a acetyl inh -6, ERAP1 inh -1 and SIRT5 inh 5.
Screening CCC1CCCCN1C(=O)C(=O)c1cn(CC(=O)N(CC)CC)c2ccccc12 (stereo not drawn) returned S100A4 inh HTS -12, XiGFP reactiv 0.0, LGR2 inh 6, Cneo AK release -2, PGC1a acetyl inh 10, ERAP1 inh -5 and SIRT5 inh 1.
CC(=O)Nc1cccc(NC(=O)CSc2nc(=O)n3cccc(C)c3n2)c1 was read as S100A4 inh HTS 1, XiGFP reactiv -0.1, LGR2 inh 17, ERAP1 inh -1 and SIRT5 inh 2.
For Cc1c(/C=N\NC(=O)c2cc3ccccc3o2)c2ccccc2n1C the results were S100A4 inh HTS -5, XiGFP reactiv 17*, LGR2 inh -39, ERAP1 inh -2 and SIRT5 inh -3.
`COc1cc(OC)cc(C(=O)Nc2nnc(SCC(=O)NCc3ccco3)s2)c1` gave S100A4 inh HTS 0, XiGFP reactiv 0.0, LGR2 inh -2, Cneo AK release -2, ERAP1 inh 0, Statin myotox sup 0 and SIRT5 inh 8.

Reprinted from the entries so far, six compounds:
For CN(CC(=O)Nc1cccc(F)c1)C(=O)COc1ccc2c(c1)CCC2 the results were S100A4 inh HTS -3, XiGFP reactiv 0.0, LGR2 inh -9, Cneo AK release -3, PGC1a acetyl inh -2, ERAP1 inh -1, Statin myotox sup 0 and SIRT5 inh -4.
`CCCCn1c(N)c(N(CCOC)C(=O)CSCC(=O)Nc2cccc(C)c2)c(=O)[nH]c1=O` gave S100A4 inh HTS 2, XiGFP reactiv 0.0, LGR2 inh -4, Cneo AK release 0, PGC1a acetyl inh 9, ERAP1 inh -2, Statin myotox sup 1 and SIRT5 inh 1.
`Cc1ccc(CN2C(=O)CSCC2(C)C(=O)Nc2c(C)cccc2C)cc1` (stereo not drawn) gave S100A4 inh HTS 1, XiGFP reactiv 0.2, LGR2 inh 9 and SIRT5 inh 0.
`CC(C)NC(=O)Nc1ccc2c(c1)C(=O)N([C@@H](C)CO)C[C@H](C)[C@H](CN(C)C(=O)Nc1ccccc1)OCCCC[C@@H](C)O2` gave S100A4 inh HTS 34, XiGFP reactiv 0.0, LGR2 inh -1, Cneo AK release 4, PGC1a acetyl inh 3, ERAP1 inh 1 and SIRT5 inh 6.
For Cc1cccc(-c2ccc([C@H]3[C@H](CO)N4CCCCN(S(=O)(=O)c5cccs5)C[C@@H]34)cc2)c1 the results were S100A4 inh HTS 10, XiGFP reactiv 0.2, LGR2 inh -1, Cneo AK release 0, PGC1a acetyl inh -3, ERAP1 inh -1 and SIRT5 inh 3.
`CS(=O)(=O)Nc1ccc2c(c1)[C@H]1C[C@H](CC(=O)NCc3ccc(Oc4ccccc4)cc3)O[C@@H](CO)[C@H]1O2` gave S100A4 inh HTS -8, XiGFP reactiv 0.0, LGR2 inh 14, Cneo AK release -5, PGC1a acetyl inh -12, ERAP1 inh 0, Statin myotox sup 12 and SIRT5 inh 0.
